mHTT CaM bind: disrupts binding of mutant huntingtin to calmodulin; P42858; AlphaScreen His-mHTT/GST-CaM binding, luminescence; inhibition, % at 15 µM; 190,000 compounds, 3.6% hits;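 also: 0% = both proteins with DMSO and 100% = one protein alone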
Target sequence (P42858 whole entry, looked up, stated change not applied): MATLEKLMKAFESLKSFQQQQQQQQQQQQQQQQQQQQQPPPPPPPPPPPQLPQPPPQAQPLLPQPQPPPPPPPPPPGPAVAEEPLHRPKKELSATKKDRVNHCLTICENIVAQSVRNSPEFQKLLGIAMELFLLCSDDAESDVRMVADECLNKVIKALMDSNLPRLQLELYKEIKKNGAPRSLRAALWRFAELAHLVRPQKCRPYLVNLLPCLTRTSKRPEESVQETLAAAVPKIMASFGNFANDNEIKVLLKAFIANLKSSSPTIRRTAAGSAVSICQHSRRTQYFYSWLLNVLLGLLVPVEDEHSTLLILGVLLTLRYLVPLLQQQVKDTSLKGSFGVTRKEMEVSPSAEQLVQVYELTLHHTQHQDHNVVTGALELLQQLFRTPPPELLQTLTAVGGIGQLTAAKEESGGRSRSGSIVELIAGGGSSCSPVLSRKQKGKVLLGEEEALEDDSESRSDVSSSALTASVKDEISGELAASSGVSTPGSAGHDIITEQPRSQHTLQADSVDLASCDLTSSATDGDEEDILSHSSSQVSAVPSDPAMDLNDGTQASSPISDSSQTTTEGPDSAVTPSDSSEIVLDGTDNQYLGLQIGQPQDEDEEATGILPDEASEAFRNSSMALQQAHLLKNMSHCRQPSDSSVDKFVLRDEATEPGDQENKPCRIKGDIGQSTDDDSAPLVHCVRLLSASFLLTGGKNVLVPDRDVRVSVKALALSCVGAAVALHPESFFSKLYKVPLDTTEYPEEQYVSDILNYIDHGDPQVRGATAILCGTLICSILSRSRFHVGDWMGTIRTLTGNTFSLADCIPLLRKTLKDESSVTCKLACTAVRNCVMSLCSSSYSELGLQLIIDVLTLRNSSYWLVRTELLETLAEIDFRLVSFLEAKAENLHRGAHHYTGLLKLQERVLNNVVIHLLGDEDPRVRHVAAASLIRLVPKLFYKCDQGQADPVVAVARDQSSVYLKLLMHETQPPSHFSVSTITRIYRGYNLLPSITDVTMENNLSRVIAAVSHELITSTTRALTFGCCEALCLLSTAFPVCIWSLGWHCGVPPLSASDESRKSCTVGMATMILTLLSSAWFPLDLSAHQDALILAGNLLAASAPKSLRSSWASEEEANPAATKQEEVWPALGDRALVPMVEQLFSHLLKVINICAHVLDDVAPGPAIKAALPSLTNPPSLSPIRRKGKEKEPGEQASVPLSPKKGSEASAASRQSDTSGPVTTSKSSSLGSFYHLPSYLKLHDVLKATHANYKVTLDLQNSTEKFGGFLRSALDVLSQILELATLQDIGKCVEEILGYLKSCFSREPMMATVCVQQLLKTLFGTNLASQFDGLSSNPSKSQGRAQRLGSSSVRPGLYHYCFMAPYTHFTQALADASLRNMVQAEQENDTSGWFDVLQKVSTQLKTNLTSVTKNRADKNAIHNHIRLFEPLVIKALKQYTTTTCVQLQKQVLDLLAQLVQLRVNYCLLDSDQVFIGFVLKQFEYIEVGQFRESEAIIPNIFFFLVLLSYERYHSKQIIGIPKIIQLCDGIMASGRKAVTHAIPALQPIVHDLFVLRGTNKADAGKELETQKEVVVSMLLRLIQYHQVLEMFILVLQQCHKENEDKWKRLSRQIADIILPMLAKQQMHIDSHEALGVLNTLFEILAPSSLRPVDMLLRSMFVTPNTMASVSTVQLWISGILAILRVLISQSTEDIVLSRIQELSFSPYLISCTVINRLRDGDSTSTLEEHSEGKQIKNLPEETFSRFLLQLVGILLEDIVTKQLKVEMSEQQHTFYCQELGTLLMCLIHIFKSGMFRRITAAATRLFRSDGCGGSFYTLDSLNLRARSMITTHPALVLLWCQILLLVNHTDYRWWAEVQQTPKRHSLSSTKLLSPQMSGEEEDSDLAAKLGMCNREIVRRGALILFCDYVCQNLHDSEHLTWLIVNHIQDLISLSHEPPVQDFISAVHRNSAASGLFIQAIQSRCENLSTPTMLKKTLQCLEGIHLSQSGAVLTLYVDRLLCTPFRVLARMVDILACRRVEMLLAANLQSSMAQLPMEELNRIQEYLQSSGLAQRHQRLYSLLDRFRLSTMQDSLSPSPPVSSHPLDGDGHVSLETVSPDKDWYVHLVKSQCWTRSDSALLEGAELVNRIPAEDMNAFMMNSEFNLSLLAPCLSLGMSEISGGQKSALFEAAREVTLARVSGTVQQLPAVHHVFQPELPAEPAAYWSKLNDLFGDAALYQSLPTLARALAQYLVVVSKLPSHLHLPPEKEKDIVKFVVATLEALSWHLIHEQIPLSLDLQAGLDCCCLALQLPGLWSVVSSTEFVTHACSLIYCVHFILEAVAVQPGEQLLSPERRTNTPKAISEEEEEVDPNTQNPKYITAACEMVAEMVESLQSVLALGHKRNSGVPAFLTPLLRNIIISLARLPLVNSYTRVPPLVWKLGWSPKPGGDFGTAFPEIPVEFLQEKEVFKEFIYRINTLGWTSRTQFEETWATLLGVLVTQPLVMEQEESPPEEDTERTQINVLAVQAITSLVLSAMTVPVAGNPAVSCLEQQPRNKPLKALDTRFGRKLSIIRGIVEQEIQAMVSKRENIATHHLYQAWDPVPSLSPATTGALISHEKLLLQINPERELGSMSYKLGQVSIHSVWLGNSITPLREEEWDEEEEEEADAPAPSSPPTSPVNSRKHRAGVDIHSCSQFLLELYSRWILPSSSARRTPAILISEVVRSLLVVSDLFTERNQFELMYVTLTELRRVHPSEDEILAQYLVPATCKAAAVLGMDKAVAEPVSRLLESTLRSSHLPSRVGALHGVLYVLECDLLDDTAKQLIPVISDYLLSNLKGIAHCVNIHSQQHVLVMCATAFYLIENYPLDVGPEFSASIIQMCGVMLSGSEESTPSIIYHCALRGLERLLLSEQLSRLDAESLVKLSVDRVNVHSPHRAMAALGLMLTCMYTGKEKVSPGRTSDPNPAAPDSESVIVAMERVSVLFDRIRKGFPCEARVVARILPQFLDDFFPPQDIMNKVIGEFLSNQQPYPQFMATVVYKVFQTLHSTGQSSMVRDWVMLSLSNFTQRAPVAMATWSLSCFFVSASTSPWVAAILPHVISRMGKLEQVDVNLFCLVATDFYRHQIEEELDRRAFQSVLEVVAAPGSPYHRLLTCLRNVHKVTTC
Pf apPOL block: Pf-apPOL DNA polymerase inhibition; Recombinant Pf-apPOL, molecular beacon fluorescence, 1.5 h; inhibition, % at 10 µM; 210,000 compounds, 0.25% hits
* hit, by the source's call; & = joins results of further samples. Rule as the data show it: active = inhibition above about 50%; inactive = the rest.

For Cc1ccc(/C=N\N=C(/N)c2nonc2N)o1 the results were mHTT CaM bind inactive.
O=C(c1ccccc1I)n1ccc2ccccc21 was read as Pf apPOL block -1.
COc1ccccc1N1CCN(CC(O)COc2ccc(C(C)C)cc2)CC1 (stereo not drawn) was read as mHTT CaM bind 21 and Pf apPOL block -3.
Screening Cc1cc(NC(=O)CSc2nc(Nc3ccc(F)cc3)c3ccccc3n2)n[nH]1 returned mHTT CaM bind 19 and Pf apPOL block -4.
`Cc1nc(-c2cccc(NC(=O)c3ccc(-n4ccnc4C)nn3)c2)cs1` gave mHTT CaM bind 34 and Pf apPOL block 2.
CCNC(=O)Nc1cccc(N2CCCN(Cc3ccc(F)cc3)C2=O)c1 was read as mHTT CaM bind 1 and Pf apPOL block -6.
For Cc1cc(Br)cc(C)c1NC(=O)c1cccc(F)c1 the results were mHTT CaM bind -12 and Pf apPOL block 2.
CC(=O)c1cccc(NC(=O)c2cccc(Br)c2)c1 was read as mHTT CaM bind -21 and Pf apPOL block -4.
`CCOc1ccc(/C=C2/N=C(c3cc(Cl)ccc3OC)OC2=O)cc1` gave mHTT CaM bind 3 and Pf apPOL block 0.
`Cc1ccc(-n2nc3c(c2NC(=O)/C=C/c2ccccc2)CSC3)cc1` gave mHTT CaM bind 45 and Pf apPOL block 9.
COc1ccc(C(=O)N2CCC(c3noc(-c4ccccc4)n3)CC2)cc1OC was read as mHTT CaM bind 29 and Pf apPOL block 0.
Screening Cc1ccc(C(=O)NC(=S)NCC2COc3ccccc3O2)cc1 (stereo not drawn) returned Pf apPOL block -4.
`CCCCNC(=O)c1nnn(-c2cccc(C(F)(F)F)c2)c1N` gave mHTT CaM bind -8 and Pf apPOL block -5.
For CCC(C)NC(=O)C1CCN(c2ccccc2-c2ccccc2)C1=O (stereo not drawn) the results were mHTT CaM bind 3 and Pf apPOL block -6.
Screening Cc1occc1-c1nc(-c2ccccc2)no1 returned mHTT CaM bind -12 and Pf apPOL block 1.
Screening O=C(CCC1CCCC1)N1CCN(c2ccc(F)cc2)CC1 returned mHTT CaM bind 0 and Pf apPOL block -7.
`Oc1c(Cl)cc(Cl)cc1C=Nc1ccc2c(c1)OCCO2` gave mHTT CaM bind 11 and Pf apPOL block -4.
COc1ccc(-c2cc(C(F)(F)F)n3nc(C(=O)NCc4ccco4)cc3n2)cc1OC was read as mHTT CaM bind 10 and Pf apPOL block -4.
Screening O=C(Cn1cnc2c(-c3ccccc3)csc2c1=O)NCCc1ccccc1 returned mHTT CaM bind 11 and Pf apPOL block 0.
Screening COc1cc2c(cc1OC)C(C(=O)Nc1ccc(F)c(Cl)c1)C(c1cccnc1)N(C)C2=O (stereo not drawn) returned mHTT CaM bind 13 and Pf apPOL block -11.
`CCn1c2ccccc2c2cc(N3C(=O)C=CC3=O)ccc21` gave Pf apPOL block -5.
`COc1ccc(Br)cc1/C=C1/C(=O)N(c2cccc(Cl)c2)N=C1C` gave mHTT CaM bind 8 and Pf apPOL block 4.
`COc1ccc(NC(=O)C2Cc3ccccc3C(=O)O2)cc1` (stereo not drawn) gave mHTT CaM bind 0 and Pf apPOL block -2.
For CC(=O)c1cc2c(s1)SCC(=O)N2 the results were Pf apPOL block -10.

Part of the list above in order of length of the SMILES, smallest number first:
Screening Cc1occc1-c1nc(-c2ccccc2)no1 returned mHTT CaM bind -12 and Pf apPOL block 1.
For Cc1ccc(/C=N\N=C(/N)c2nonc2N)o1 the results were mHTT CaM bind inactive.
For Cc1cc(Br)cc(C)c1NC(=O)c1cccc(F)c1 the results were mHTT CaM bind -12 and Pf apPOL block 2.
CC(=O)c1cccc(NC(=O)c2cccc(Br)c2)c1 was read as mHTT CaM bind -21 and Pf apPOL block -4.
`COc1ccc(NC(=O)C2Cc3ccccc3C(=O)O2)cc1` (stereo not drawn) gave mHTT CaM bind 0 and Pf apPOL block -2.
`CCn1c2ccccc2c2cc(N3C(=O)C=CC3=O)ccc21` gave Pf apPOL block -5.
Screening Cc1ccc(C(=O)NC(=S)NCC2COc3ccccc3O2)cc1 (stereo not drawn) returned Pf apPOL block -4.
For CCC(C)NC(=O)C1CCN(c2ccccc2-c2ccccc2)C1=O (stereo not drawn) the results were mHTT CaM bind 3 and Pf apPOL block -6.
`CCOc1ccc(/C=C2/N=C(c3cc(Cl)ccc3OC)OC2=O)cc1` gave mHTT CaM bind 3 and Pf apPOL block 0.
`Cc1ccc(-n2nc3c(c2NC(=O)/C=C/c2ccccc2)CSC3)cc1` gave mHTT CaM bind 45 and Pf apPOL block 9.
`Cc1nc(-c2cccc(NC(=O)c3ccc(-n4ccnc4C)nn3)c2)cs1` gave mHTT CaM bind 34 and Pf apPOL block 2.
COc1ccc(C(=O)N2CCC(c3noc(-c4ccccc4)n3)CC2)cc1OC was read as mHTT CaM bind 29 and Pf apPOL block 0.
Screening Cc1cc(NC(=O)CSc2nc(Nc3ccc(F)cc3)c3ccccc3n2)n[nH]1 returned mHTT CaM bind 19 and Pf apPOL block -4.
Screening COc1cc2c(cc1OC)C(C(=O)Nc1ccc(F)c(Cl)c1)C(c1cccnc1)N(C)C2=O (stereo not drawn) returned mHTT CaM bind 13 and Pf apPOL block -11.

Other records follow:
`O=c1c(NCCc2ccncc2)nc2ccncc2n1Cc1ccccc1` gave mHTT CaM bind -3 and Pf apPOL block -3.
COc1ccc(OC)c(NC(=O)c2ccc(S(=O)(=O)N3CCOCC3)cc2)c1 was read as mHTT CaM bind 6 and Pf apPOL block -3.
COc1ccccc1Cc1noc(C2CN(C(=O)c3ccccc3C(F)(F)F)C2)n1 was read as mHTT CaM bind 11 and Pf apPOL block -6.
Screening COc1ccc(CCNC(=O)C2CCN(C(=O)c3ccccc3C)CC2)cc1 returned mHTT CaM bind -5 and Pf apPOL block -8.
CCCc1cc(C2CCCN2Cc2ccccc2OCC)no1 (stereo not drawn) was read as mHTT CaM bind -17 and Pf apPOL block 4.
Screening CC(=O)NC1=NN(C(C)=O)C(c2ccccc2)S1 (stereo not drawn) returned mHTT CaM bind 1 and Pf apPOL block -1.
Screening O=C(N/C(=C\c1cccs1)C(=O)N1CCOCC1)c1cccs1 returned mHTT CaM bind -1 and Pf apPOL block -8.
For Cc1nnc2c(NC(=O)NC3CCCC3)cccn12 the results were mHTT CaM bind -2 and Pf apPOL block -1.
For O=C(/C=C/c1ccco1)NCCCn1cc(Br)cn1 the results were mHTT CaM bind -2.
For CC(C)(C)c1nc(Sc2ccc(C(F)(F)F)cn2)n[nH]1 the results were Pf apPOL block -8.
Screening O=C(NC1CC1)C1CCc2nc(N3CCCCC3)ncc2C1 (stereo not drawn) returned mHTT CaM bind -7 and Pf apPOL block -7.
O=C(O)c1ccccc1C(=O)c1ccc(NCc2cccnc2)c([N+](=O)[O-])c1 was read as mHTT CaM bind 3 and Pf apPOL block -2.
Screening COCCNC(=O)c1c[nH]c2ccc(S(=O)(=O)N(C)c3cccc(Cl)c3)cc2c1=O returned mHTT CaM bind 41 and Pf apPOL block -3.
Screening Cc1nc(-c2cnccn2)nc2c1CCC(=O)N2Cc1ccco1 returned mHTT CaM bind 24 and Pf apPOL block 4.
For O=C(Nc1cccc2c1CCCC2)c1ccccc1F the results were mHTT CaM bind -14 and Pf apPOL block 1.
Screening Cc1cc(C)n(CC2CCN(C(=O)c3cc(-c4ccccc4)on3)CC2)n1 returned mHTT CaM bind -2 and Pf apPOL block -20.
For CCCCc1ccc(N=Cc2nc(-c3ccc(C)cc3)oc2O)cc1 the results were mHTT CaM bind -5 and Pf apPOL block -2.
For O=C(NCc1cccnc1)c1cc2n(n1)C(C(F)(F)F)CC(c1ccc(Cl)c(Cl)c1)N2 (stereo not drawn) the results were mHTT CaM bind 44 and Pf apPOL block -2.
For Cc1ccc(-n2cccc2)c(NC(=O)Nc2ccccc2C(F)(F)F)c1 the results were Pf apPOL block -6.
O=C(O)CCCN1C(=O)C(=O)C(=C(O)c2ccc([N+](=O)[O-])cc2)C1c1ccccc1F (stereo not drawn) was read as mHTT CaM bind 2 and Pf apPOL block 22.
`Cc1nc2n(CCN3CCCCC3)c3ccccc3n2n1` gave mHTT CaM bind 2 and Pf apPOL block -1.
For COc1cc(C(=O)OCCCN2CCCN(CCCOC(=O)c3cc(OC)c(OC)c(OC)c3)CC2)cc(OC)c1OC the results were Pf apPOL block -10.
Screening O=C(O)C1CCN(C(=O)c2ccc([N+](=O)[O-])cc2)CC1 returned mHTT CaM bind -6 and Pf apPOL block 0.
Screening O=C(c1cccc(Cl)c1)N1N=C(C2CCCCC2)CC1(O)C(F)(F)F (stereo not drawn) returned mHTT CaM bind -41 and Pf apPOL block -5.
Screening CCc1cccc(CC)c1NC(=O)CCc1ccccc1 returned mHTT CaM bind -9&-3 and Pf apPOL block -1&1.
`N#CC1=C(N)SC(N)=C(C#N)C1c1ccc(O)cc1` gave mHTT CaM bind 7 and Pf apPOL block 3.
Screening CC(NC(=O)C1CCN(Cc2cn(C)c3ccccc23)CC1)c1ccco1 (stereo not drawn) returned mHTT CaM bind 10 and Pf apPOL block -4.
For COc1ccc(NS(=O)(=O)c2ccc3c(c2)CC(C)N3C(C)=O)cc1OC (stereo not drawn) the results were mHTT CaM bind 6 and Pf apPOL block -2.
N#Cc1c2n(c3c(N)ncnc13)CCCCC2 was read as mHTT CaM bind -3 and Pf apPOL block -12.
`O=C1OC2CC3CC2C1C3C(=O)N1CCN(c2ccccc2)CC1` (stereo not drawn) gave mHTT CaM bind 0 and Pf apPOL block -6.
Cn1cc(CCCC(=O)NCc2ccco2)c2ccccc21 was read as mHTT CaM bind 26 and Pf apPOL block -10.
Screening Cc1cc(NC(=O)N2CCC(c3cc(N)on3)CC2)ccc1Br returned mHTT CaM bind -1 and Pf apPOL block -3.
For Cc1c(Cl)cccc1NC(=O)CCc1ccccc1 the results were mHTT CaM bind -6 and Pf apPOL block 4.
Screening COc1ccc(CC(=O)Nc2ccc3nc(N4CCOCC4)cc(C)c3c2)cc1OC returned mHTT CaM bind 3 and Pf apPOL block -6.
`CCOc1ccc(CNC(=O)C2CCCN(S(=O)(=O)N3CCC(C)CC3)C2)cc1OC` (stereo not drawn) gave mHTT CaM bind -12 and Pf apPOL block -14.
For CC(C)CCNC(=O)c1cc(S(=O)(=O)N2CCC3(CC2)OCCO3)ccc1F the results were mHTT CaM bind 1 and Pf apPOL block 3.
Screening c1ccc(C(Cc2nc(-c3cccnc3)no2)c2ccccc2)cc1 returned mHTT CaM bind -3 and Pf apPOL block 1.
Screening COc1ccc(/C(N)=N/OC(=O)c2ccc3c(c2)OCO3)cc1 returned mHTT CaM bind inactive and Pf apPOL block 3.
For CNC(=O)Cc1ccc(NC(=O)OCc2ccccc2)cc1 the results were mHTT CaM bind -12 and Pf apPOL block -13.
For CCCn1cnnc1C1CCN(C(=O)COc2cccc(C)c2)CC1 the results were mHTT CaM bind 3 and Pf apPOL block -9.
For CCN1c2cc(C)ccc2-n2cccc2C12CCN(C(=O)Nc1ccccc1OC)CC2 the results were mHTT CaM bind 66* and Pf apPOL block -1.
`CCOC(=O)c1csc(Nc2ccncc2)n1` gave Pf apPOL block -8.
Cn1nccc1-c1cccc(-c2noc(-c3cccs3)n2)c1 was read as mHTT CaM bind -15 and Pf apPOL block 0.
`Cc1cccc(-c2cncc(C(=O)NCc3ccncc3)c2)c1C` gave mHTT CaM bind 9 and Pf apPOL block 4.
CCCCOc1cccc(C(=O)Nc2ccc(NC(=O)C(C)C)cc2)c1 was read as mHTT CaM bind -3 and Pf apPOL block 8.
Screening Cn1cnnc1C1CCCN(Cc2ccccc2OC(F)(F)F)C1 (stereo not drawn) returned mHTT CaM bind 8 and Pf apPOL block -9.
O=C(Nc1cccs1)O[C@@H]1C[C@H]2C[C@@H]1[C@H]1CCCCN1C2 was read as mHTT CaM bind 4 and Pf apPOL block -4.
`COc1ccc(C=C2Oc3c(ccc(OC(C)=O)c3C)C2=O)cc1` gave mHTT CaM bind 4 and Pf apPOL block 0.
Screening CCOC(=O)N1CCN(CCC(=O)Nc2ccccc2OC)CC1 returned mHTT CaM bind -8 and Pf apPOL block -2.
Screening Cc1ccc(C(=O)NCc2ccco2)cc1 returned mHTT CaM bind 3 and Pf apPOL block -1.
For COc1ccc(Cl)cc1N1C(=O)CSC1c1cccc([N+](=O)[O-])c1 (stereo not drawn) the results were mHTT CaM bind 6 and Pf apPOL block -2.
`O=C(Nc1cnn(Cc2ccc(Cl)cc2Cl)c1)c1cc(-c2ccco2)on1` gave mHTT CaM bind 3 and Pf apPOL block 7.
O=S(=O)(Cc1ccccc1)N1CCN(Cc2ccccc2)CC1 was read as mHTT CaM bind -2 and Pf apPOL block -2.
COCc1cc(=O)n2[nH]c(C)cc2n1 was read as Pf apPOL block -3.
`NS(=O)(=O)c1ccc(NC(=O)CSc2nc3sc4c(c3c(=O)[nH]2)CCC4)cc1` gave mHTT CaM bind 5 and Pf apPOL block -3.
O=C1C(=O)N(Cc2ccc(Cl)c(Cl)c2)c2ccc(Br)cc21 was read as mHTT CaM bind 100* and Pf apPOL block 2.
For CC1CN(C(=O)NCc2ccc(F)cc2)CC1c1nc(-c2cccnc2)no1 (stereo not drawn) the results were mHTT CaM bind 1 and Pf apPOL block 1.
For COc1ccccc1/C=C/CN1CCCCC1 the results were mHTT CaM bind -1 and Pf apPOL block -1.
`COc1ccc2c3c(ccc2c1)-c1[nH]c2ccccc2c1CC3` gave mHTT CaM bind 44.
`CSc1nnc(SC)n1N=C(N)c1cccc(C(F)(F)F)c1` gave Pf apPOL block -2.
Cc1noc(C2CN(C(=O)Nc3cccc(Cl)c3F)CC23CCOCC3)n1 (stereo not drawn) was read as mHTT CaM bind -1 and Pf apPOL block -5.
For COc1ccc2c(c1OC)C(=O)OC2Nc1ccccc1[N+](=O)[O-] (stereo not drawn) the results were mHTT CaM bind -1 and Pf apPOL block 2.
Screening O=C(NCc1ccc(F)cc1)N1CCC(c2cnn(-c3ccccc3)c2)CC1 returned mHTT CaM bind -13 and Pf apPOL block -5.
`CNC(=O)CSc1nc(-c2ccccc2)c(NC(=O)COc2ccccc2F)s1` gave mHTT CaM bind 13 and Pf apPOL block -6.
Screening Cc1ccc(NC(=O)Cn2cc(C=O)c3ccccc32)cc1C returned mHTT CaM bind 1 and Pf apPOL block -2.
Cc1cccc(C)c1N1CCN(S(=O)(=O)c2ccc(F)cc2)CC1 was read as mHTT CaM bind 1 and Pf apPOL block -9.

Assay outcomes from PubChem BioAssay.
